High-throughput results (PubChem BioAssay)
MCL1 BIM primary = inhibitors of MCL1 binding to BIM-BH3, primary screen, biochemical, fluorescence polarization; 320,000 tested, 0.68% active; Induced myeloid leukemia cell differentiation protein Mcl-1 (Homo sapiens), Q07820; GST-MCL1 / FITC-Bim-BH3 fluorescence polarization; inhibition, % at 10.9 µM; AID 2057, 2009;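 active = inhibition above the mean inhibition of all tested compounds plus 3 SD, set per campaign, cut at about 40% in these data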;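 also: 0% = DMSO wells and 100% = unlabeled Bim-BH3 peptide control; higher means more loss of mP so more displacement of Bim peptide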
VLA-4 inh = inhibition in human VLA-4 binding assay, primary screen, VLA-4 allosteric modulator project, MLPCN library, flow cytometry, VLA-4 expressing cells; ligand binding flow cytometry; 330,000 tested, 0.2% active; inhibition, % (about 7 µM as worked out from the volumes in the protocol); in the data active = inhibition above about 50%
AGP1 TOR yeast = modulators of AGP1-GFP expression in yeast TOR pathway, primary screen, cell-based, multiplex flow cytometry, S. cerevisiae, MLPCN library; 3 h; GFP as percent of DMSO wells; GFP response vs DMSO, % at 10 µM; 320,000 tested, 0.02% active; AID 2066, 2009;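 active = GFP response relative to DMSO above a set limit, near screen average plus 3 SD, cut at about 150% in these data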;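 also: median GFP channel fluorescence of the gated AGP1 strain per well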
Fam108B counter = mouse Fam108B serine hydrolase inhibitors, primary screen, counter-screen for RBBP9 inhibitor project, biochemical, fluorescence polarization | 300,000 tested, 0.33% active | inhibition, % at 9.51 µM | recombinant Fam108B, FP-Rh probe fluorescence polarization;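 active = inhibition above the screen mean inhibition plus 3 SD, computed separately per campaign, cut at about 18% in these data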;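 also: inhibitors lower polarization as less probe binds the enzyme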
GLD-1 TGE inh = GLD-1/TGE RNA complex disruptors, primary screen, biochemical, fluorescence polarization. Female germline-specific tumor suppressor gld-1 (Caenorhabditis elegans), Q17339. purified GLD-1 + fluorescein TGE RNA. inhibition, % at 5.96 µM. 320,000 tested, 0.44% active. AID 2280, 2010;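 active = percent inhibition above a per-plate cutoff, the plate mean of test compounds plus 3 SD, cut at about 30% in these data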;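 also: 0% = DMSO wells with GLD-1 and probe and 100% = wells lacking GLD-1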
BCLXL inh = inhibitors of human Bcl-xL, primary screen, biochemical, fluorescence polarization, HTS; 320,000 tested, 0.7% active; AID 2129, 2009; Bcl-2-like protein 1 (Homo sapiens), Q07817; inhibition, % at 10.9 µM; GST-Bcl-xL / FITC-Bim BH3 peptide fluorescence polarization;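 active = inhibition above the mean of all tested compounds plus 3 SD, cutoff set per campaign, cut at about 30% in these data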;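 also: 0% = DMSO wells and 100% = unlabeled Bim-BH3 peptide competitor; inhibitors lower millipolarization by displacing the labeled peptide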
Target sequence (Q07817 whole entry, looked up): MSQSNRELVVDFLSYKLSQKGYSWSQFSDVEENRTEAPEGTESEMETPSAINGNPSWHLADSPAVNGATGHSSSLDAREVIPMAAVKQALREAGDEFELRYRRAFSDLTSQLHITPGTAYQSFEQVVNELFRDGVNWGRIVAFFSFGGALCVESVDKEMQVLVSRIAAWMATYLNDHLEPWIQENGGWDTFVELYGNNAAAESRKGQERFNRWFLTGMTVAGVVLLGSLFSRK
MEX-5 binding = MEX-5 zinc finger RNA-binding disruptors – biochemical, C. elegans, fluorescence polarization, MLPCN library, primary screen; MEX-5/FITC-TCR2 RNA binding; active compounds read low; activity score (negative = inhibition of binding), % at 10 µM; 300,000 tested, 0.38% active; AID 1832, 2009;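 active = inhibition past about -25% in most replicates, and total fluorescence under double the plate's negative control median, limit read from the data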;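 also: 0% = DMSO and -100% = 5 µM competing unlabeled TCR2 RNA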
CIT2-GFP yeast = modulators of CIT2-GFP expression in yeast, primary screen, S. cerevisiae, GFP fusion, multiplex flow cytometry, MLPCN library | GFP response vs DMSO, % at 10 µM | 320,000 tested, 0.065% active | AID 2029, 2009 | S. cerevisiae CIT2-GFP strain, 3 h; 100 means same as DMSO wells;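 active = GFP response relative to DMSO above a set limit, near the screen mean plus 3 SD, cut at about 150% in these data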;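 also: ratio of well median GFP fluorescence to mean of DMSO wells on the plate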
GRK2 inh = compounds blocking aptamer binding on GRK2 – biochemical, human GRK2, bead flow cytometry, HTS, primary screen. Beta-adrenergic receptor kinase 1 (Homo sapiens), P25098. inhibition of aptamer binding, % at 10 µM. 330,000 tested, 0.59% active. FAM-aptamer displacement from GRK2;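 active = inhibition of aptamer binding above 40%, roughly 3 SD of noise, on plates passing a quality check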;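 also: median bead fluorescence of bound FAM aptamer so fluorescent compounds give negative values; no value below 0 was filed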
Target sequence (P25098 whole entry, looked up): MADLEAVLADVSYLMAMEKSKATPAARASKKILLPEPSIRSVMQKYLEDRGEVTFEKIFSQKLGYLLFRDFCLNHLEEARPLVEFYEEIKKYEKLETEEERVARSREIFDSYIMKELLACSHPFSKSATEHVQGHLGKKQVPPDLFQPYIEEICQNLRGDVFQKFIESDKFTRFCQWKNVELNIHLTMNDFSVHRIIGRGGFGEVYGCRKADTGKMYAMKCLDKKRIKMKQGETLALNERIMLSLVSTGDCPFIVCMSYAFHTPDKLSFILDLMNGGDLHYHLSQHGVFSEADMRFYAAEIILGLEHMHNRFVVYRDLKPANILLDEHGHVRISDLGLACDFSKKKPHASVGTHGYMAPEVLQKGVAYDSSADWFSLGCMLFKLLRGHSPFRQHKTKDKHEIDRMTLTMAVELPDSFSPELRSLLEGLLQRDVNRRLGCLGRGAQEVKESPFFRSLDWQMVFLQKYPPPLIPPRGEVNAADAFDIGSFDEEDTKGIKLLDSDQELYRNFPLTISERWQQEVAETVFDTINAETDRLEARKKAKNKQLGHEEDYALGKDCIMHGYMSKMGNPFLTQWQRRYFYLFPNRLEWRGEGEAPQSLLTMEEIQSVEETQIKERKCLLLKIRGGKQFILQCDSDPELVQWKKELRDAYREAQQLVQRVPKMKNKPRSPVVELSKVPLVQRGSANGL
Active calls of the source: *; . = no result given.

SMILES	MCL1 BIM primary	VLA-4 inh	AGP1 TOR yeast	Fam108B counter	GLD-1 TGE inh	BCLXL inh	MEX-5 binding	CIT2-GFP yeast	GRK2 inh
S=C(NCc1ccco1)Nc1ccc(N2CCOCC2)cc1	13	-6	105	3	0	9	-1.7	106	0
c1cc2cn[nH]c2cc1NC1CCCCCC1	12	19	98	1	5	10	-3.1	95	1
O=C(O)CC1(CC(=O)Nc2cc(F)ccc2Cl)CCCCC1	4	18	88	0	10	5	1.3	97	2
CCn1c(/C=C/c2ccccc2F)nc2ccccc2c1=O	.	0	95	.	.	.	3.0	100	0
Cc1ccc(/C=C/C(=O)OCC(=O)Nc2cccc(S(=O)(=O)N(C)C)c2)o1	-15	16	97	2	6	2	0.5	105	0
CCCCNC(=O)O[C@H]1C[C@@H]2CCN3C(=O)CCC[C@H]([C@H]1Cc1ccccc1)[C@H]23	7	44	74	1	5	-3	1.2	64	0
CC(=O)Nc1nnc(SCC(=O)Nc2ccc3c(c2)OCCO3)s1	1	-3	110	2	1	-1	-0.3	105	7
c1ccc(Cc2nnc(N3CCOCC3)c3ccccc23)cc1	-2	4	86	-3	-2	1	-1.6	90	0
CC1CN(S(=O)(=O)c2ccccc2)CC(C)O1 (centres undefined)	1	-10	101	4	-3	-2	-1.9	112	2
CCC(=O)Nc1ccc(Cl)c(NC(=S)NC(=O)COc2ccccc2)c1	6	5	106	-1	2	9	1.1	103	3
N/C(=N\OC(=O)c1ccc(Br)cc1)c1ccccc1	5	-5	74	-1	-3	4	-2.1	129	0
COc1ccc(S(=O)(=O)N(C)C(C)CCc2ccco2)cc1 (centres undefined)	4	8	90	-3	4	0	3.1	86	0
Cc1cccc(N2CCN(C(=O)C3CCC(=O)N(C4CC4)C3)CC2)c1C (centres undefined)	2	8	113	1	6	4	1.2	109	0
Cc1ccc(C)c(-n2c(Cc3cc(=O)[nH]c(=O)[nH]3)nnc2SCC(=O)NCc2ccco2)c1	14	-12	90	-1	13	13	.	104	5
CCOc1ccc(N=C(/C(C(=O)C(=O)N2CCOCC2)=C(/O)c2ccccc2)c2ccccc2)cc1	1	2	103	5	7	3	-1.5	100	3
O=C(NCCN1CCOCC1)C1CCC(=O)N1Cc1ccccc1Cl (centres undefined)	3	6	99	-4	3	3	-0.7	103	0
CCOC(=O)C1=C(N)Oc2cc(C)[nH]c(=O)c2C1c1ccncc1 (centres undefined)	-4	-2	101	-6	6	-3	-1.9	108	0
Cc1ccc(S(=O)(=O)N2CCOCC2)cc1C(=O)NCCN1C(=O)S/C(=C\c2ccccc2Cl)C1=O	0	-1	103	-1	-4	4	2.1	97	3
CCCc1noc2c1/C(=N\O)CC(CC(C)SCC)C2 (centres undefined)	2	19	99	2	3	0	3.1	96	3
COc1ccc(OC)c(NC(=O)c2[nH]c(C)c(C(C)=O)c2C)c1	0	0	104	1	-3	0	1.1	102	1
CC(C)(C)NC(=O)NC(=O)COC(=O)c1ccc(OC(F)(F)F)cc1	5	2	100	4	-2	1	-1.5	110	0
CC(C)N(C(=O)COC(=O)c1cccc(C(=O)OCC(=O)N(C(C)C)C(C)C)n1)C(C)C	2	-1	99	-1	2	-1	-1.1	100	2
CC(NC(=O)CN(C)CC(=O)Nc1ccc(Cl)cc1)c1ccc(F)cc1 (centres undefined)	.	7	105	.	5	.	.	99	0
Cc1ccc(NC(=O)COC(=O)C(NS(=O)(=O)c2ccc(Cl)cc2)C(C)O)cc1C (centres undefined)	-7	-4	103	-6	-4	1	-0.9	104	0
COc1ccc(S(=O)(=O)N2CCN(C(=O)c3ccco3)CC2)cc1C(C)(C)C	10	8	104	-1	0	3	1.9	107	0
Cc1ccc(C(=O)N/C(N)=N/c2nc3ccccc3o2)cc1	3	9	95	-3	0	-1	1.2	100	2
COc1ccc(CCNC(=O)c2cc(S(=O)(=O)N3CCC4(CC3)OCCO4)ccc2F)cc1OC	0	-7	106	-2	1	9	-0.4	102	3
COc1cc(CNC2CCCCC2OC)cc(OC)c1OC (centres undefined)	4	20	100	-3	-5	-2	1.3	109	0
Cc1c(NC(=O)C2CCCO2)cccc1[N+](=O)[O-] (centres undefined)	-1	6	98	5	4	4	-0.1	100	0
N#CN/C(=N\S(=O)(=O)c1ccccc1)c1ccccc1	5	-3	97	3	7	1	4.4	106	5
OCCNc1ncnc2ccc(Br)cc12	2	12	103	1	8	3	2.4	101	0
COc1ccc(CNC(=O)CCCN2C(=O)c3ccccc3C2=O)cc1	11	5	102	4	5	1	2.0	106	0
CS(=O)(=O)Nc1ccc(S(=O)(=O)NCCc2ccccc2)cc1	-9	2	107	2	3	-7	0.9	104	0
OCCC1CN(Cc2cccc(OC3CCCC3)c2)CCN1Cc1ccsc1 (centres undefined)	-5	0	99	-6	5	-2	-2.1	90	0
CCCN1CCC(NC(=O)Nc2ccc(Br)cc2)CC1	2	22	115	4	3	1	0.9	116	0
CC1C(=O)CC(c2ccccc2)N(C)C1c1ccccc1 (centres undefined)	3	3	107	2	4	1	0.2	93	0

Results in Fam108B counter and GLD-1 TGE inh, for some of the entries so far:
molecule | Fam108B counter | GLD-1 TGE inh
OCCNc1ncnc2ccc(Br)cc12 | 1 | 8
COc1ccc(CNC(=O)CCCN2C(=O)c3ccccc3C2=O)cc1 | 4 | 5
CS(=O)(=O)Nc1ccc(S(=O)(=O)NCCc2ccccc2)cc1 | 2 | 3

The listing picks up, starting four compounds before the break.
SMILES	MCL1 BIM primary	VLA-4 inh	AGP1 TOR yeast	Fam108B counter	GLD-1 TGE inh	BCLXL inh	MEX-5 binding	CIT2-GFP yeast	GRK2 inh
CS(=O)(=O)Nc1ccc(S(=O)(=O)NCCc2ccccc2)cc1	-9	2	107	2	3	-7	0.9	104	0
OCCC1CN(Cc2cccc(OC3CCCC3)c2)CCN1Cc1ccsc1 (centres undefined)	-5	0	99	-6	5	-2	-2.1	90	0
CCCN1CCC(NC(=O)Nc2ccc(Br)cc2)CC1	2	22	115	4	3	1	0.9	116	0
CC1C(=O)CC(c2ccccc2)N(C)C1c1ccccc1 (centres undefined)	3	3	107	2	4	1	0.2	93	0
N/C(=N\OC(=O)CCCOc1ccccc1)c1ccccc1	3	6	97	-1	4	1	0.3	100	0
CS(=O)(=O)C1=C(O)C(=O)N(CCCC(=O)O)C1c1ccccc1F (centres undefined)	2	16	110	1	3	7	1.8	104	4
Cc1noc(C)c1C(=O)NC1=NCCS1	-12	-9	99	-6	-1	-5	-0.2	99	2
COc1cc(C2NC(=O)C(C#N)=C(Nc3cccc(C)c3)S2)ccc1O (centres undefined)	8	0	106	3	6	9	-1.4	103	2
N#Cc1c(Cl)cccc1-n1ccnc1	3	8	99	-6	1	2	-1.0	95	1
CCOc1ccc(C(=O)CCC(=O)N(CC)CC(=O)NCc2ccc(Cl)cc2)cc1	3	0	98	-4	0	2	0.3	98	2
C=CCSc1nc(N)c(C(=O)Nc2ccccc2)cc1C#N	-3	3	85	2	8	-1	0.3	88	4
COc1ccc(C(=S)N2CCCC2)cc1Br	14	7	97	-1	3	1	0.0	96	5
COc1ccccc1N1CC(C(=O)NCCN2C(=O)S/C(=C\c3cccnc3)C2=O)CC1=O (centres undefined)	14	-4	95	.	5	10	.	90	0
COc1ccc(CCNC(=O)C2CCN(C(=O)c3cccs3)CC2)cc1	6	-6	89	2	6	9	-0.2	99	4
O=C(NCCS(=O)(=O)NCc1ccc(F)cc1)c1ccccc1	2	16	105	1	-6	6	0.9	100	1
COc1ccccc1N(CC(=O)N/N=C(\C)c1cccc(Br)c1)S(C)(=O)=O	-2	17	101	3	-2	-4	-0.6	107	1

Sorted by value in GLD-1 TGE inh (highest first): six of the compounds above
SMILES | MCL1 BIM primary | VLA-4 inh | AGP1 TOR yeast | GLD-1 TGE inh | BCLXL inh | MEX-5 binding | CIT2-GFP yeast | GRK2 inh
C=CCSc1nc(N)c(C(=O)Nc2ccccc2)cc1C#N | -3 | 3 | 85 | 8 | -1 | 0.3 | 88 | 4
COc1cc(C2NC(=O)C(C#N)=C(Nc3cccc(C)c3)S2)ccc1O (centres undefined) | 8 | 0 | 106 | 6 | 9 | -1.4 | 103 | 2
COc1ccccc1N1CC(C(=O)NCCN2C(=O)S/C(=C\c3cccnc3)C2=O)CC1=O (centres undefined) | 14 | -4 | 95 | 5 | 10 | . | 90 | 0
N/C(=N\OC(=O)CCCOc1ccccc1)c1ccccc1 | 3 | 6 | 97 | 4 | 1 | 0.3 | 100 | 0
CCOc1ccc(C(=O)CCC(=O)N(CC)CC(=O)NCc2ccc(Cl)cc2)cc1 | 3 | 0 | 98 | 0 | 2 | 0.3 | 98 | 2
O=C(NCCS(=O)(=O)NCc1ccc(F)cc1)c1ccccc1 | 2 | 16 | 105 | -6 | 6 | 0.9 | 100 | 1

Next results.
SMILES	MCL1 BIM primary	VLA-4 inh	AGP1 TOR yeast	Fam108B counter	GLD-1 TGE inh	BCLXL inh	MEX-5 binding	CIT2-GFP yeast	GRK2 inh
COc1ccc(Nc2nnc(C)c3ccccc23)cc1	19	11	101	1	-4	10	2.9	101	0
COc1ccc(C(=O)N/C=C/n2cnc3cc(C(F)(F)F)ccc32)cc1	-1	-2	103	-2	4	2	1.4	103	1
Cc1ccc(NS(=O)(=O)c2ccc(-c3coc(C)n3)cc2)c(Br)c1	-6	-2	92	3	5	4	1.2	91	2
Cc1ccc(C)c(CN2CCC(CNC(=O)Nc3ccc(C)c(F)c3)CC2)c1	8	4	97	4	-1	4	0.2	103	0
C(CNC1C2CC3CC(C2)CC1C3)CN1CCOCC1 (centres undefined)	-2	4	111	2	1	2	0.9	95	0
Cc1ccc(C)c(NC(=S)N2CCC(NC(=O)c3cccc(F)c3)CC2)c1	8	-17	101	6	-9	1	-4.0	105	0
CC(C)CC(=O)Nc1ccc(S(=O)(=O)Nc2nccs2)cc1	-6	-1	105	-2	-3	2	-1.2	94	1
COc1cccc(C(=O)N2CCSC2=S)c1	9	0	98	-5	1	4	2.1	98	0
Cc1c(C(=O)N2CCOCC2)oc2ccc(S(=O)(=O)N3CCCCCC3)cc12	10	-9	108	-2	4	9	3.0	107	3
Nc1nc2ccccc2n1C(=O)CCc1ccccc1	3	7	89	-3	-5	4	-1.2	88	3
O=C(CNCc1ccc(Cl)cc1)N1CCc2ccccc2C1	-4	-7	95	-2	-4	3	1.1	91	28
CCOC(=O)C1CCCN(c2c(N3CCN(C)CC3)c(=O)c2=O)C1 (centres undefined)	2	1	98	1	-6	6	0.0	102	2

A different layout for 3 compounds above.
Each structure is followed by: MCL1 BIM primary, VLA-4 inh, AGP1 TOR yeast, Fam108B counter, GLD-1 TGE inh, BCLXL inh, MEX-5 binding, CIT2-GFP yeast, GRK2 inh
COc1cccc(C(=O)N2CCSC2=S)c1
    9, 0, 98, -5, 1, 4, 2.1, 98, 0
Cc1c(C(=O)N2CCOCC2)oc2ccc(S(=O)(=O)N3CCCCCC3)cc12
    10, -9, 108, -2, 4, 9, 3.0, 107, 3
Nc1nc2ccccc2n1C(=O)CCc1ccccc1
    3, 7, 89, -3, -5, 4, -1.2, 88, 3
